FAK inh = blocks human focal adhesion kinase activity; inhibition, %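 (tested at 7 µM)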; hit rate 0.84% among 97,000; AID 727; Q05397; biochemical FAK kinase activity assay; in the data active means inhibition above about 19%;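 further: 0% = DMSO and 100% = reference compound high control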
PLK1 kinase inh = inhibitors of human PLK1 kinase; P53350; recombinant PLK1 kinase, TR-FRET peptide phosphorylation; inhibition, % at 10 µM; hit rate 0.53% among 97,000; AID 619;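 active means inhibition of 50% or more in the single-concentration screen; inactive means inhibition below 50%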;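 further: 0% = DMSO max control and 100% = H-89 dihydrochloride min control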
Plk1 PBD FP = blocks phosphopeptide binding to human Plk1 polo box domain; P53350; Plk1 PBD phosphopeptide binding, fluorescence polarization; inhibition, %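 (tested at about 20 µM)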; hit rate 0.13% among 97,000; in the data active means inhibition above about 34%, passing the limit was not always enough
EphB4 ephrin blk = EphB4-ephrin-B2 interaction antagonism; EphB4 LBD / TNYL-RAW-Alexa532 peptide, fluorescence polarization; inhibition, % at 7 µM; hit rate 0.15% among 97,000; AID 720;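 active means inhibition above the screen-wide mean inhibition plus 3 SD, cut at about 15% in these data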;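 further: 0% = DMSO wells and 100% = excess unlabeled TNYL-RAW peptide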
PTPN22 act = LYP (human) phosphatase activation; activation, % at 2 µM; Q9Y2R2; AID 697; hit rate 0.11% among 96,000; recombinant LYP, DiFMUP fluorescence; 0 = plate median, 100 = signal doubled;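 active means activation at 2 µM above a set limit, the mean plus 5 SD, cut at about 37% in these data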
F-actin modifier = cytoskeleton assembly modification. hit rate 0.18% among 91,000. inhibition, % at 2 µM. HUVEC TNFa F-actin phalloidin imaging, high content. AID 836;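 active means inhibition above the batch mean plus 3 SD and confirmed as a hit by visual image inspection, cut at about 30% in these data, passing the limit was not always enough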; further: strong numbers were not always called active
HIV Rev-RRE inh = disrupts HIV-1 Rev binding to RRE RNA. P05866. Rev peptide-RRE RNA binding, FRET. inhibition, % at 8 µM. hit rate 0.79% among 97,000. AID 704;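 active means inhibition above the screen-wide mean plus 3 SD, cut at about 35% in these data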;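 further: 0% = median DMSO wells and 100% = median Neomycin B control wells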
Target sequence (P05866 whole entry, looked up): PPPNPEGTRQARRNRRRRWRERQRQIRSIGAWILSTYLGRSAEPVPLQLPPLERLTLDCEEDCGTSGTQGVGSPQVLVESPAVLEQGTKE
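Assay system: Labelled RRE RNA duplex and labelled Rev peptide | Times: 5 min preincubation and 15 min binding, 25 °C | Detection: FRET, ex 480 nm, em 540 and 671 nm | Evaluation: % inhibition of FRET ratio versus controls | Benchmarks: DMSO wells as 0% and neomycin B wells as 100% inhibition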
LYP inh 2 = LYP (human) phosphatase inhibition; AID 640; hit rate 0.21% among 96,000; inhibition, % at 2 µM; recombinant LYP catalytic domain, DiFMUP fluorescence;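 active means inhibition at 2 µM at or above a set limit, the screen mean plus 3 SD, cut at about 24% in these data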;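 further: 0% = DMSO with enzyme and 100% = enzyme fully blocked by orthovanadate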
PTK2B oligo ant = antagonists of human Pyk2 oligomerization | Q14289 | Q293 cells, Pyk2 FERM NanoBiT luminescence; active compounds read low | z-score (the deposit names both 25 µM and 10 µM) | hit rate 0.83% among 99,000 | AID 1347419;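 active means Z-score of -3 or lower, scaled per plate to the spread of control and sample wells; inactive means z-score above -3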;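 further: negative z-score means lost luminescence so less FERM oligomerization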
Target sequence (Q14289 whole entry, looked up): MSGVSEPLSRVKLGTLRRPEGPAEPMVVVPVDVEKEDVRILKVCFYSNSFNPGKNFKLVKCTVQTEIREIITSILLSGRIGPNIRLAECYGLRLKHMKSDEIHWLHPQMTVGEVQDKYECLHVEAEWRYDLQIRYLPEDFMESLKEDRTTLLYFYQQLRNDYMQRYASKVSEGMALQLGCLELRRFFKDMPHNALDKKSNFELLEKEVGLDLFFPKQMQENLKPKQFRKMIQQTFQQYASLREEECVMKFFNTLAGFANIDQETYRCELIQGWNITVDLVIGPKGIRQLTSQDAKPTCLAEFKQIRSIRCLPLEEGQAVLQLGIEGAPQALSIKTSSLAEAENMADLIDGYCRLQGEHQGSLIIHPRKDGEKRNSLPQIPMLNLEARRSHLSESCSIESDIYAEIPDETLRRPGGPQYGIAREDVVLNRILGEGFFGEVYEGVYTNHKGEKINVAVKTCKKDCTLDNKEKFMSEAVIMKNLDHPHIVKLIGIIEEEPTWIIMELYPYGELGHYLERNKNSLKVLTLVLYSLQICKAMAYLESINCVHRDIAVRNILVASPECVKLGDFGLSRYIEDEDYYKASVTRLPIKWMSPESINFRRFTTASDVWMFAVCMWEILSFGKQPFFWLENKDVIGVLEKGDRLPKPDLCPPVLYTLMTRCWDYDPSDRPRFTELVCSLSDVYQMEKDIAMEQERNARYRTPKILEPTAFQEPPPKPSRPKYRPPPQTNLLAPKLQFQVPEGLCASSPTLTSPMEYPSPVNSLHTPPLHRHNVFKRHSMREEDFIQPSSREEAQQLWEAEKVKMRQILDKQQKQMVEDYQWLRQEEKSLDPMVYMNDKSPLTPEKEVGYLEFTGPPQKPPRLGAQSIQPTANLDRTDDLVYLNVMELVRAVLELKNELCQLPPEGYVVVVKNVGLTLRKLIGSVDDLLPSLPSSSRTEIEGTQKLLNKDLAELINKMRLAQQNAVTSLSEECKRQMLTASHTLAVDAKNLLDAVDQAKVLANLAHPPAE
An asterisk follows results filed as active; / = no result given; [ ] = remark or other dose.

SMILES	FAK inh	PLK1 kinase inh	Plk1 PBD FP	EphB4 ephrin blk	PTPN22 act	F-actin modifier	HIV Rev-RRE inh	LYP inh 2	PTK2B oligo ant
Cc1ccc2nc(NC(=O)C3CCN(S(=O)(=O)c4ccc5c(c4)oc(=O)n5C)CC3)sc2c1	-1	2	9	1	3	13	7	-3	/
CCOc1ccc(-c2nc(-c3ccc(OC)cc3)no2)cc1OCC	-3	-8	10	-1	0	-6	1	-2	-0.45
O=C(C1CC1)N1CCc2cc(Br)cc(S(=O)(=O)N3CCOCC3)c21	-1	-3	-46	-8	-2	10	2	-2	1.2
Cc1cccc(NC(=O)CCCN2C(=O)c3ccccc3C2=O)n1	-2	-4	-4	-6	13	-16	-2	-10	-0.32
Cc1nnc(N(C)C(=O)Cc2ccc3c(c2)OCO3)s1	5	-17	-5	-2	-4	-34	5	8	-0.23
Cc1c(C(=O)NN2CCN(C)CC2)cccc1[N+](=O)[O-]	8	13	22	15	-1	-13	5	-2	0.74
COc1ccc(-c2ncccc2O)cc1	0	-14	15	-7	-18	-7	6	18	-0.29
CCOC(=O)c1c(CN(CC)CC)oc2ccc(OC)cc12	2	-7	-17	-2	7	-1	-3	-7	0.58
O=C1C(Nc2cccc(O)c2)=C(N2CCCCC2)C(=O)c2ccccc21	27*	-8	-14	4	-12	-6	16	13	-0.39
N/C(=N\OC(=O)c1ccc(Cl)cc1Cl)c1ccc(Cl)cc1	-3	-11	-21	0	10	0	-6	-6	0.64
CSc1nc2nc(-c3ccccc3)cc(C(F)(F)F)n2n1	3	-9	8	-1	4	9	3	-5	-1.1
Nc1ccc(Oc2ccc3nc(-c4ccccc4)c(-c4ccccc4)nc3c2)cc1	5	-7	35	1	-4	4	-1	7	/
O=C(C1CCCN(S(=O)(=O)c2ccc(F)cc2)C1)N1CCCC1 (stereo not given)	-1	-2	0	-6	3	-51	2	-5	0.44
O=C(Cn1nnc(-c2cccc(C(F)(F)F)c2)n1)NC(=O)NCc1ccco1	1	-5	14	-5	-6	19	10	1	-0.71
Cc1c(C(=O)N2CCN(c3ccccc3)CC2)sc2ncnc(N3CCC(C)CC3)c12	-1	-3	40	-1	3	20	0	0	/
COc1ccccc1-c1nn2c(-c3ccco3)nnc2s1	15	-4	-19	-10	-5	-35	2	3	0.36
COc1cc(NC(=O)N2CCOCC2)cc(OC)c1	-3	-7	-30	2	-4	19	9	6	0.96
O=C(CSc1nnc(CNc2ccc(F)cc2)o1)N1CCN(C(=O)c2ccco2)CC1	-1	-14	-7	-9	6	-15	1	-9	-0.02
CCCCN1C(=O)NC2NC(=O)NC21 (stereo not given)	-1	-5	13	-2	1	10	10	0	0.7
CCCCc1c(C)c2cc(C)ccc2[nH]c1=O	2	-5	-41	-1	3	/	8	-2	-0.1
CCOc1ccc(-n2ccnc2SCC(=O)NCc2ccc3c(c2)OCO3)cc1	-4	-1	-2	0	14	19	8	-16	2
CS(=O)(=O)N1CCN(c2ccccc2NC(=O)c2cccnc2)CC1	7	-4	0	-2	-16	-7	5	18	0
Cc1cc(C(F)(F)F)nn1Cc1n[nH]c(=S)n1Cc1ccccc1	-1	-7	31	-7	0	-6	-2	-1	-0.02
O=C(O)c1ccc(CSc2ncn[nH]2)cc1	-1	-13	-11	5	5	0	7	-8	1.9
O=C1NCC(COCC2CC=CCC2)O1 (stereo not given)	-4	4	3	-2	-5	24	12	2	0.48
O=C(C1CC1)N(CCN(C(=O)C1CC1)c1ccccc1)c1ccccc1	5	-10	10	13	-1	-12	7	3	-0.64
Cc1ccc(Oc2ncc(CN3CC(C)OC(C)C3)s2)cc1 (stereo not given)	0	-6	20	1	0	0	2	3	0.18
CCOC(=O)c1[nH]c2ccccc2c1NC(=O)c1ccc(Br)o1	3	-4	-13	4	2	0	6	-7	0.37
O=C(CSc1nnc(-c2ccccn2)n1-c1ccccc1)Nc1ccc2c(c1)OCO2	1	-11	-13	-3	0	-4	1	-1	-1.2
CC1=C(C(=O)Nc2ccccc2F)C(c2ccsc2)C2=C(CC(c3ccccc3)CC2=O)N1 (stereo not given)	16	-12	-1	-9	0	-20	1	1	-1.1
c1ccc2c(c1)nc1n2CN(Cc2ccc3c(c2)OCO3)CN1	-6	3	0	1	-2	28	5	0	2.5
CS(=O)(=O)N1CCN(c2c(Cl)cccc2[N+](=O)[O-])CC1	-2	-4	-12	1	14	18	-3	-12	-0.55
Nc1cc(Cl)ccc1N1CCOCC1	-3	-11	1	-8	-1	-6	0	-2	1.8
CCC(C)c1ccc(NC(=O)C2CCN(c3ncccn3)CC2)cc1 (stereo not given)	2	26	-4	1	-4	6	2	5	-0.7
S=C(NCc1ccco1)N1CCN(Cc2ccco2)CC1	-3	-5	19	5	-3	14	3	5	0.73
O=C(NCC(c1ccco1)N1CCCC1)c1ccccc1F (stereo not given)	-4	-21	-32	7	4	15	11	-6	0.42
Cn1nc(C(=O)OCCN2C(=O)c3ccccc3C2=O)c2ccccc2c1=O	3	-8	-38	-10	9	-7	-3	-6	-0.34
c1ccc(CC2CCN(Cc3nc(-c4ccccc4)no3)CC2)cc1	1	-12	4	-9	15	2	7	-17	-0.06
O=C(Nc1cccc(-c2nnc(-c3ccccc3)o2)c1)C1CCCCC1	0	-4	5	-6	5	-8	2	-5	-1.6
Cc1nn(Cc2ccc(C(=O)NC(C)(C)C)o2)c(C)c1Br	-6	-7	-14	-1	2	9	5	-4	0.81
COc1cccc(NC(=O)CSc2nnc(Cn3nnc4ccccc43)n2C)c1	0	-12	-2	-1	3	-30	5	-5	1
Cc1ccnc(N2CCN(c3c4c(c(C#N)c5nc6ccccc6n35)CCC4)CC2)c1	0	-11	-10	5	10	8	11	-9	/
CCOC(=O)N1CCN(Cc2nc3c(c(=O)[nH]c(=O)n3C)n2Cc2cc(C)ccc2C)CC1	-7	-9	21	-4	6	-6	-2	-2	1
CCC1(C)Cc2ccccc2-c2c1c(=O)n(Cc1ccccc1)c1nnnn21 (stereo not given)	3	-10	-10	10	-20	25	11	19	0.01
Cc1ccc(OCC(=O)NC(=S)Nc2ccc(Br)c(C)n2)cc1	0	-9	-4	3	-6	23	9	11	0.54
c1ccn2c(SCc3cn4ccsc4n3)nnc2c1	-1	-8	-31	-5	4	-19	2	-1	0.29
S=C1NC(c2ccccc2)N2C(=S)NC(c3ccccc3)N12 (stereo not given)	2	-13	1	-4	-2	/	1	-2	0.07
COC(=O)c1ccc(Sc2ccc(C)cc2)c(N)c1	1	-6	-16	9	-6	-37	9	4	0.39
CCn1c2ccccc2c2cc(N=C3SC(CC(=O)Nc4ccccc4)C(=O)N3C)ccc21 (stereo not given)	-1	-14	-10	-1	11	-18	5	-13	-1.9
Cc1ccc(-c2nc3cccnc3s2)cc1NS(=O)(=O)c1ccc2c(c1)OCCO2	-8	2	19	1	-3	18	7	0	/
Cn1c(=N)n(CC(=O)c2ccc(Br)s2)c2ccccc21	1	-8	-4	-1	4	-22	0	-2	0.33
O=C1CSc2ccccc2N1Cc1ccc(F)cc1	-7	-22	-19	2	-8	5	1	6	-0.6
Cc1cccc(NCc2nc(-c3ccccc3)no2)c1	2	-12	8	4	5	4	8	-8	/
Cc1nnc(SCCn2c(Br)nc3c2c(=O)n(C)c(=O)n3C)s1	-7	-1	0	11	-2	/	-3	6	0.25
NNC(=O)c1cccc(COc2ccccc2Br)c1	-1	-16	1	0	2	-18	6	2	0.7
N/C(=N\OC(=O)CCCCCN1C(=O)c2ccccc2C1=O)c1ccccc1	-3	-10	14	-1	-9	21	12	14	-0.43
Cc1cc(NC(=O)CS(=O)(=O)c2cn(C)c3ccccc23)no1	4	-14	15	1	-7	1	11	7	/
CN1CCN(C(=O)c2cc(-c3ccco3)on2)CC1	0	7	-17	-1	-9	/	9	10	0.67
C=C(C)Cn1c(-c2ccc(OC)cc2)nc2ccccc21	6	-11	0	1	6	-39	10	-7	-0.4
Cn1c(=O)c2c(nc(CN3CCN(c4ccc(F)cc4)CC3)n2Cc2ccccc2F)n(C)c1=O	5	-10	-27	3	0	-8	10	-3	-0.88
(listing goes on)
SMILES	FAK inh	PLK1 kinase inh	Plk1 PBD FP	EphB4 ephrin blk	PTPN22 act	F-actin modifier	HIV Rev-RRE inh	LYP inh 2	PTK2B oligo ant
CC(C)CC(=O)NN1CCCCC1	-2	-7	3	12	-4	7	3	6	-0.04
Cc1cc(C)nc(/N=c2/ssnc2Cl)c1	2	0	1	-3	-8	51	4	7	0.15
COc1cc(/C=N/NC(=O)c2cc(C34CC5CC(CC(C5)C3)C4)[nH]n2)ccc1O	4	3	3	8	0	-63	-1	5	-1.9
CCn1cc(S(=O)(=O)CC(=O)Nc2ccc(C)cc2)c2ccccc21	5	-1	17	3	-1	-4	6	-2	0.36
COc1cccc(-c2csc(NC(C)=O)n2)c1	1	-8	-1	-5	13	-14	4	-9	0.2
COc1cc(OC)c(NC(=O)CCc2nc(-c3ccc(C)cc3)no2)cc1Cl	0	-9	-15	-4	2	-6	2	-3	-0.52
Cc1cccc(Sc2nc(-c3ccccc3)ccc2C#N)c1	4	-12	18	-5	-5	-10	19	8	0.14
C=CCSc1nc(NC)c2sccc2n1	5	-9	-18	1	3	7	3	0	-0.27
CCC(CC)C(=O)Nc1cc(C)c2c(=O)oc3ccccc3c2n1	/	-19	-8	/	-6	6	/	4	/
COC(=O)c1c(NC(=O)c2ccco2)sc2c1C(C(=O)OC)CC2 (stereo not given)	4	1	-16	2	-5	/	7	5	1
CCCN1Cc2cccc(C(=O)Nc3ccc(S(=O)(=O)N4CCCCCC4)cc3)c2C1=O	-1	-19	-7	-7	-14	15	8	12	-1.4
Cc1ccc(-n2cc3c(-c4cccc(Br)c4)nnc(C)c3n2)cc1	-1	-10	-10	-3	16	-8	2	-20	-1
COc1ccc(Nc2ncccc2C(=O)O)cc1	-2	-8	0	-10	8	3	2	-7	-0.02
C=CCSc1n[nH]c(-c2ccc(OCCC)cc2)n1	7	-8	-2	0	-2	7	7	1	-1.7
COc1cccc(OC)c1C(=O)Nc1nnc(C(C)C)s1	-1	-3	8	4	-4	30	-1	4	0.13
COc1ccc(-c2nnn(CCc3nn[nH]n3)n2)cc1	-1	-11	-4	0	-8	10	11	8	1.6
OCCn1c(SC2CCCCC2)nc2ccccc21	0	-7	8	-5	-4	16	1	5	1.8
Cc1ccc(C(=O)C(OC(=O)CCC(=O)Nc2cccc(C)c2)c2ccccc2)cc1 (stereo not given)	0	-15	-15	-6	10	-14	10	-7	0.17
CCN(CC)c1ccc(/C=c2/sc3nnc(-c4ccccc4C)n3c2=O)cc1	1	-36	-185	-2	-7	0	118*[fluorescence artefact?]	10	-0.58
COC(=O)c1c(NC(=O)CN2CCCC(C)C2)c2c(C)cccc2n1C (stereo not given)	-3	-2	-23	-1	2	1	3	-4	0.64
CCN(CC)S(=O)(=O)c1cccc(C(=O)NC2CCCCC2)c1	0	-7	1	3	-3	0	7	0	-0.51
CN(C)Cc1nc2c(c(=O)[nH]1)C(C)(C)Cc1ccccc1-2	0	32	-11	-2	-8	-11	3	10	0.09

Random excerpt: three entries already listed.
SMILES	FAK inh	PLK1 kinase inh	Plk1 PBD FP	EphB4 ephrin blk	PTPN22 act	F-actin modifier	HIV Rev-RRE inh	LYP inh 2	PTK2B oligo ant
CN1CCN(C(=O)c2cc(-c3ccco3)on2)CC1	0	7	-17	-1	-9	/	9	10	0.67
COc1ccccc1-c1nn2c(-c3ccco3)nnc2s1	15	-4	-19	-10	-5	-35	2	3	0.36
OCCn1c(SC2CCCCC2)nc2ccccc21	0	-7	8	-5	-4	16	1	5	1.8

Bioassay records as filed in PubChem.

Compounds were not picked by outcome; any-hit rate near 3.5%.
